# TRHR enhancer: allosterically enhances the human TRH receptor; P34981; TRHR cells, fluo-8 calcium fluorescence, EC20 TRH enhancement; enhancement, % at 2 µM; 360,000 compounds, 0.66% hits; AID 493056; in the data active means enhancement above about 30%; further: 0% is about no effect
#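 Enhancer read-out: after compound pinning and an initial kinetic agonist-mode read, an EC20 of TRH (10 nM final) was injected and fluo-8 calcium signal (Ex 480/Em 530) followed at 1 s/cycle for 100 cycles in TRHR-expressing cells.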
# TRHR agonist: activates the human TRH receptor. TRHR cells, calcium flux fluo-8, FDSS agonist mode. activation, % at 2 µM. 360,000 compounds, 0.18% hits. AID 493084; further: 0% is about no effect
#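 TRHR-expressing cells loaded with fluo-8 calcium dye; 23 nL library compound pin-transferred, kinetic FDSS fluorescence (Ex 480/Em 530) recorded about 180 s for agonist-induced calcium release, before a 10 nM TRH EC20 addition for potentiator mode.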
# D1 ag: activates the human D1 dopamine receptor; P21728; HEK293 T-REx D1 cells, calcium flux, agonist mode; activation, % at 2 µM; 360,000 compounds, 1% hits; AID 504660; further: 0% is about no effect
#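 Inducible HEK293 T-REx D1 cells, force-coupled to calcium signalling, were plated at 4000 cells/well with tetracycline and held overnight at 30 C. After no-wash calcium dye loading, compound-evoked calcium rise over 180 s flagged agonists.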
# D2 ag: activates the human D2 dopamine receptor; activation, % at 2 µM; AID 485358; HEK293 T-REx D2 cells, calcium flux agonist mode; 340,000 compounds, 0.53% hits;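 active means activation over 3 SD above normal in the single-dose calcium agonist read, cut at about 30% in these data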; further: 0% is about no effect
#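 HEK293 Trex D2 cells, tetracycline-induced, o/n 30 C 5% CO2; no-wash Ca dye, RT 30–90 min; 10-cycle baseline, 23 nl cpd added, kinetic Ca read 180 s; agonist hits = positive Ca response.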
# D2 antag: antagonists of human D2 dopamine receptor. P14416. HEK293 TREx D2 cells, calcium flux, dopamine EC80. inhibition, % at 10 µM. 340,000 compounds, 2% hits. AID 485344; in the data active means inhibition above about 30%; further: 0% is about no effect
#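 Inhibition of EC80 dopamine-driven calcium flux, recorded kinetically, defines activity here; cells are a tetracycline-induced HEK293 T-REx line expressing force-coupled D2.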
# D1 antag: blocks dopamine activation of the human D1 receptor; P21728; HEK293 TREx D1 cells, calcium flux, dopamine EC80; hits give low values; activity change, negative = inhibition, % at 10 µM; 360,000 compounds, 3.2% hits; AID 504652; in the data active means activity change below about -30%; further: on the % scale 0 is the no-effect control and ±100 the full control effect
#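 Tetracycline-induced HEK293 T-REx cells with force-coupled D1 receptor were loaded with a no-wash calcium dye. Compound was added after a 10 s baseline and read kinetically for 180 s; EC80 dopamine was then added and calcium flux followed another 180 s.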
# RXFP1 antagonist: RXFP1 (human) relaxin receptor antagonism. 350,000 compounds, 0.59% hits. AID 1259400. HEK293-RXFP1, relaxin-stimulated cAMP HTRF, 30 min; hits give low values. Q9HBX9. activity change, negative = inhibition, % at 57.5 µM;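 active means activity change of -60% or lower, but not beyond a set lower limit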; further: on the % scale 0 is the no-effect control and ±100 the full control effect
# Target sequence (Q9HBX9 whole entry, looked up): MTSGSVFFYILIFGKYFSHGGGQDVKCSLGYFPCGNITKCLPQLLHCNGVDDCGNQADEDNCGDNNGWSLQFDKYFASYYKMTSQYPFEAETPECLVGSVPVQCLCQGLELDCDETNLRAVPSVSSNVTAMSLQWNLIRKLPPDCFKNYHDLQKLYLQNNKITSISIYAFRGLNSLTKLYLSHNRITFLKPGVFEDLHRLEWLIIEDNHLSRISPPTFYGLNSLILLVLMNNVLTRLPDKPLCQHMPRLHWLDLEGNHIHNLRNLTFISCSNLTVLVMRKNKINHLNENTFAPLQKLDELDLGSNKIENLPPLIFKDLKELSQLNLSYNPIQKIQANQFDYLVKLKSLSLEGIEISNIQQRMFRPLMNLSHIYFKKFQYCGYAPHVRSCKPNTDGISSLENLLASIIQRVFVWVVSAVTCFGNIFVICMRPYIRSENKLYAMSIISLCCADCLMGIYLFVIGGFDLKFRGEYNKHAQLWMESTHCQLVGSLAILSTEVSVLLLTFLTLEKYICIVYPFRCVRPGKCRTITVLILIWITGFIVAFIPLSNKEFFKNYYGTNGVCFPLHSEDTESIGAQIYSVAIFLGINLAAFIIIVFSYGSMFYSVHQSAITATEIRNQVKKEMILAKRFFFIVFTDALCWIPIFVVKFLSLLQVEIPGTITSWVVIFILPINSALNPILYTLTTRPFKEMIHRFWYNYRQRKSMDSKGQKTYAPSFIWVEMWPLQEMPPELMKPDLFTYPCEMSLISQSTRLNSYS
# D1 PAM: potentiators of human D1 dopamine receptor; potentiation, % at 10 µM; HEK293 TREx D1 cells, calcium flux, dopamine EC20 potentiation; AID 504651; P21728; 360,000 compounds, 0.036% hits; in the data active means potentiation above about 30%; further: 0% is about no effect
# D2 potentiator: positively modulates the human D2 dopamine receptor allosterically. HEK293 T-REx D2, calcium flux, EC20 dopamine potentiation. 340,000 compounds, 0.34% hits. potentiation, % at 10 µM. AID 485347. P14416;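 active means potentiation over 3 SD above the plate norm, cut at about 30% in these data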; further: 0% is about no effect
#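 Tetracycline-induced Hek293 Trex D2 cells, force-coupled to calcium, loaded with no-wash calcium dye. Compound added with 180 s kinetic read for agonism, then EC20 dopamine and a further 180 s read for potentiation.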
# The depositor's hits bear a star; nt = no result given. Unless noted, no stated cut-off is given here; in the data, active means activation above about 30%; inactive means the rest. Random draw from the library, and some 7.1% of all compounds hit somewhere here.
# Screens in order – TRHR enhancer	TRHR agonist	D1 ag	D2 ag	D2 antag	D1 antag	RXFP1 antagonist	D1 PAM	D2 potentiator
O=C(COC(=O)c1ccccc1NC(=O)c1ccco1)NC1CC1
→ -5	0.0	2	-0.2	1	0	-2	-7	1
C=C(C)CN(Cc1ccccc1)C(=S)Nc1ccccc1
→ -4	0.5	-1	-0.4	5	-13	-1	-1	-4
O=C(Nc1cccc([N+](=O)[O-])c1)C(=O)N1CCCCC1
→ 0	0.6	1	-0.2	4	8	4	0	11
Cc1cc(NC(=O)/C(C#N)=C/c2ccco2)n(-c2ccccc2)n1
→ -4	0.6	1	-0.3	-28	2	-20	-6	-5
Cc1ccc(NC(=O)c2nn(C34CC5CC(CC(C5)C3)C4)cc2[N+](=O)[O-])cc1
→ -4	-2.0	7	0.1	6	-9	1	-4	8
CCOC(=O)C1=C(COC(=O)CCOc2ccccc2)NC(=O)NC1C (stereo not drawn)
→ -6	-4.4	0	0.3	-7	-20	-7	-2	9
COc1ccc2c(c1)CCc1sc(NC(=O)c3cccc(Br)c3)nc1-2
→ 14	0.5	2	0.5	nt	-11	-1	-8	-7
N#CC1=C(N)Oc2cc3ccccc3cc2C1c1cccnc1 (stereo not drawn)
→ 7	-0.3	3	-1.1	8	1	-7	11	9
COc1ccc(C(=O)/C=C/Nc2cc(C)on2)cc1
→ 13	1.2	2	0.8	2	0	-1	-4	5
CCOC(=O)C1=C(C)NC(=O)C1CC(=O)O (stereo not drawn)
→ -12	1.0	2	nt	nt	-10	-1	-7	-3
CCC(C)(C)NC(=O)C(c1cccc(OC)c1OC)N(CCOC)C(=O)CCC(=O)Nc1cc(C)on1 (stereo not drawn)
→ -3	-0.2	1	0.2	11	3	-2	-1	4
O=C1/C(=C\c2ccccn2)SC(=S)N1c1ccc(S(=O)(=O)Nc2nccs2)cc1
→ -1	-0.2	0	-0.5	10	-25	-81*	0	5
O=C(Nc1ccc(N2CCN(C(=O)c3ccc(Cl)cc3)CC2)cc1)c1ccc(Br)o1
→ 5	-0.5	0	1.0	-14	-5	-8	-4	-8
CCOC(=O)N1CCC(NC(=O)c2cc(C)c3c(C)nn(-c4ccccc4)c3n2)CC1
→ 2	-1.2	1	1.9	7	21	-8	0	4
COc1ccc2c(c1OC)C(=O)N(c1ccc(OCc3ccccc3)cc1)C2=O
→ 5	0.2	2	-0.3	-7	-9	-8	1	6
CCOC(=O)c1c(=O)n(O)c2ccc(C)cc2[n+]1[O-]
→ 1	0.7	2	1.0	-11	-21	-5	-4	-6
COc1ccc(C(=O)OC2CCN(C)CC2)cc1
→ 6	1.0	3	1.1	-8	-4	-3	-2	5
CC1=C(C(=O)Nc2ccccc2)C(c2ccc(C)o2)N2C(=O)CSC2=N1 (stereo not drawn)
→ 0	0.1	5	-1.0	1	5	-6	-2	-3
CC(=O)c1cc(C)ccc1OC(=O)c1ccco1
→ 3	-0.5	1	-0.7	1	-12	-8	-8	-2
CN1CCN(C(=O)CSc2nc(-c3cccs3)cc(-c3cccs3)c2C#N)CC1
→ 4	9.9	24	5.6	7	4	7	0	-9
COc1ccc(C)cc1S(=O)(=O)NCC(c1ccc2c(c1)OCO2)N1CCN(C)CC1 (stereo not drawn)
→ 1	1.1	2	1.0	15	23	-8	0	-16
O=C(Nc1ccc(N2CCCC2)cc1)C(c1ccccc1)c1ccccc1
→ 2	-0.2	0	-0.1	2	-12	-13	-7	0
COc1cccc(C(=O)c2sc(Nc3ccc(F)c(Cl)c3)nc2N)c1
→ 2	-0.5	2	-0.3	nt	2	-4	8	14
CCOC(=O)c1ccc(NC(=O)C2CCCN(S(=O)(=O)c3ccc(F)cc3)C2)cc1 (stereo not drawn)
→ -4	0.2	5	1.5	9	-6	-18	-8	-3
Cc1c(CCC(=O)O)c(=O)oc2cc3oc4c(c3cc12)CCCC4
→ 6	-0.2	1	-0.3	-2	4	-26	2	6
CCc1noc(C)c1C(=O)OCC(=O)N1CCc2ccccc21
→ -1	-0.5	2	0.1	-26	12	13	2	13
CCOC(=O)CSc1nc2c(sc(=S)n2-c2ccc(CC)cc2)c(=O)[nH]1
→ 1	0.4	3	-0.4	3	2	-35	-4	1
CCOC(=O)/C(=N\Nc1cc(Cl)ccc1Cl)N1CC(C)OC(C)C1 (stereo not drawn)
→ -2	-0.4	2	0.2	-6	1	-11	-2	-2
CC1CCCCN1S(=O)(=O)c1cccc(S(=O)(=O)N2CCOCC2)c1 (stereo not drawn)
→ 3	-1.2	6	-2.0	7	-3	4	7	3
Cc1ccc(C2NC(c3ccc(C)cc3)C([N+](=O)[O-])C(C)(C)C2[N+](=O)[O-])cc1 (stereo not drawn)
→ 4	1.3	3	1.1	4	0	-33	-4	10
CN(C)C(CNC(=O)c1ccc(S(=O)(=O)Nc2ccccc2F)cc1)c1ccccc1 (stereo not drawn)
→ -1	0.2	7	0.2	1	6	0	13	-15
CCCNS(=O)(=O)c1ccc(OCC(=O)Nc2ccccc2F)cc1
→ 1	-0.6	0	1.2	1	25	-4	-5	-14
Cn1c[n+](C)cc1-c1ccc(/C(N)=N/O)cc1
→ 1	0.5	2	0.0	1	-21	-1	6	7
CCOC(=O)c1ccc(NC(=O)Oc2ccccc2)cc1
→ -2	-0.1	1	0.9	-2	13	-3	-7	33*
CCc1cc[n+](-c2nc([O-])sc2C=O)cc1
→ -3	2.0	4	1.8	2	1	5	-7	4
O=C(CN1C(=O)NC2(CCCC2)C1=O)N1CCN(S(=O)(=O)c2cccc(F)c2)CC1
→ 0	-0.3	3	-0.1	7	8	-13	-1	0
COc1ccc(CNc2nc(-c3ccccc3)nn2C(=O)c2ccc([N+](=O)[O-])cc2)cc1
→ -1	-1.3	0	-0.7	0	5	25	-1	2
COc1cc(CN2CCC(C(=O)NC3CCCC3)CC2)cc(OC)c1O
→ 3	0.0	3	0.9	-20	1	3	-8	-4
CC(=O)c1ccc(NC(=O)C2CCCN2S(=O)(=O)c2cccs2)cc1 (stereo not drawn)
→ -1	0.3	4	0.2	0	5	-7	-3	12
CC(=O)NC(=S)Nc1ccccc1C(=O)Nc1ccccc1
→ 6	-0.1	2	1.7	47*	16	19	2	6
CCOC(=O)c1cccc(NC(=O)c2cc3cc4ccc(C)cc4nc3o2)c1
→ 15	0.7	4	-0.1	nt	6	nt	-1	-2
C=CCn1c(CCc2ccccc2)nnc1SCC(=O)OC
→ -4	-0.4	3	0.5	-3	2	5	-2	6
O=[N+]([O-])c1cccc(S(=O)(=O)N2CCC(c3nc(-c4ccncc4)no3)CC2)c1
→ -8	0.5	4	0.7	-9	-11	6	-5	-6
Cc1c(C(=O)C(=O)N2CCN(C)CC2)c2ccccc2n1C
→ 0	-0.4	-1	2.1	-6	0	0	-11	-1
Cc1cccc(NC(=S)NC2CC3CCCC(C2)N3CC(C)C)c1 (stereo not drawn)
→ -2	-1.1	10	-0.1	25	-59*	-3	-9	-33
O=C(COC(=O)Cc1ccccc1F)Nc1ccc2c(c1)OCO2
→ -6	-0.8	5	-0.5	-2	-37*	12	-4	-7
COc1ccccc1-c1ccc(/C=N/O)o1
→ -4	-0.8	3	-1.7	3	-7	2	-6	-6
CCOc1ccc(NS(=O)(=O)c2ccc(C(=O)NCC(c3ccco3)N(C)C)cc2)cc1 (stereo not drawn)
→ -1	7.1	70*	6.7	0	-13	-12	4	2
CN1CCN(c2nc(-c3ccncc3)nc3ccccc23)CC1
→ -4	0.7	0	1.0	-14	3	16	-4	-13
Cc1nc2cc(NS(=O)(=O)c3c(C)c(C)cc(C)c3C)ccc2s1
→ 7	0.1	24	-0.4	-1	15	-9	-2	7

# Following part:
# Screens in order – TRHR enhancer	TRHR agonist	D1 ag	D2 ag	D2 antag	D1 antag	RXFP1 antagonist	D1 PAM	D2 potentiator
CCN(CC)S(=O)(=O)c1ccc(N2CCOCC2)c(NC(=O)Cc2cccc3ccccc23)c1
→ -4	0.8	5	0.5	4	5	-5	-4	8
O=C1C2CCCN2C(=O)N1CCCN1CCN(c2ccc([N+](=O)[O-])cc2)CC1 (stereo not drawn)
→ -6	0.6	5	-0.8	9	-29	-12	-1	5
CCOC(=O)C1CCCN(S(=O)(=O)c2ccc(S(=O)(=O)N3CCCC3)cc2)C1 (stereo not drawn)
→ -2	0.1	11	0.3	6	-15	nt	-3	-1
Cc1ccc(S(=O)(=O)N(Cc2cccnc2)Cc2cc3ccccc3[nH]c2=O)cc1
→ 17	0.4	0	0.0	94*	-3	-8	4	3
COc1ccc(Oc2ccc(C(F)(F)F)cc2NC(=O)CC(CC(=O)O)c2ccccc2)cc1 (stereo not drawn)
→ -4	-0.1	2	0.0	3	-3	-1	3	4
CCOc1ccc(N(C)C(=O)CCc2nnc3ccc(NCc4ccco4)nn23)cc1
→ 0	-0.1	1	-0.3	8	7	38	-2	7
CC(C)(C)N(NC(=O)OCc1ccccc1)C(=O)c1ccccc1Cl
→ -10	0.7	-1	0.3	-19	-9	nt	-2	2
Cc1cc2c(s1)c1cnn(Cc3cccc(C(F)(F)F)c3)c(=O)c1n2C
→ -3	1.2	7	nt	nt	-4	nt	-6	nt
Cc1ccccc1-n1c(SCC(=O)N/N=C/c2c(C)nn(-c3ccccc3)c2C)nc2ccccc2c1=O
→ 20	-0.3	1	0.8	1	5	nt	-9	12
N#CCCCSc1nnc(-c2ccc(Cl)cc2)n1-c1ccccc1
→ -1	0.3	5	0.6	1	-2	-7	-4	3
CCOC(=O)C1CCN(C(=O)COc2ccc(S(=O)(=O)NC(C)(C)C)cc2)CC1
→ -4	-0.5	0	0.1	9	4	4	-5	-4
CCN(CC)CC(=O)N1c2ccccc2Sc2ccccc21
→ 2	0.5	7	1.1	3	-26	1	1	-13
COc1ccc(C(C(=O)NCC2CCCO2)N(Cc2cccs2)C(=O)c2snc(C(N)=O)c2N)cc1OC (stereo not drawn)
→ 7	-0.5	3	-0.4	16	-5	-1	0	7

# Some of these compounds in order of SMILES length, highest first:
# Screens in order – TRHR enhancer	TRHR agonist	D1 ag	D2 ag	D2 antag	D1 antag	RXFP1 antagonist	D1 PAM	D2 potentiator
O=C1C2CCCN2C(=O)N1CCCN1CCN(c2ccc([N+](=O)[O-])cc2)CC1 (stereo not drawn)
→ -6	0.6	5	-0.8	9	-29	-12	-1	5
CCOc1ccc(N(C)C(=O)CCc2nnc3ccc(NCc4ccco4)nn23)cc1
→ 0	-0.1	1	-0.3	8	7	38	-2	7
N#CCCCSc1nnc(-c2ccc(Cl)cc2)n1-c1ccccc1
→ -1	0.3	5	0.6	1	-2	-7	-4	3
CCN(CC)CC(=O)N1c2ccccc2Sc2ccccc21
→ 2	0.5	7	1.1	3	-26	1	1	-13

# 2 records picked at random from those above:
# Screens in order – TRHR enhancer	TRHR agonist	D1 ag	D2 ag	D2 antag	D1 antag	RXFP1 antagonist	D1 PAM	D2 potentiator
CCN(CC)CC(=O)N1c2ccccc2Sc2ccccc21
→ 2	0.5	7	1.1	3	-26	1	1	-13
CCN(CC)S(=O)(=O)c1ccc(N2CCOCC2)c(NC(=O)Cc2cccc3ccccc23)c1
→ -4	0.8	5	0.5	4	5	-5	-4	8

# Screening results (PubChem)
